Bioassay records as filed in PubChem BioAssay.
aSyn tox rescue: inhibitors of alpha-synuclein toxicity in yeast; S. cerevisiae alpha-synuclein toxicity rescue, BacTiter-Glo growth, 24 h; Potency, µM (titrated, usually from 46.1 µM), for inactives: at the highest dose growth rescue (activation), hits mostly activators; 94,000 tested, 0.02% active; active = well fitted activation curve with a large enough effect; inconclusive = small, poorly fitted or top-dose-only effect; note: 0% is about no effect
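Growth restoration measured by BacTiter-Glo luminescence after 24 hr at 30 deg C; alpha-synuclein yeast, raffinose-pregrown to mid-log, were added at OD600=0.02 in galactose medium onto pinned compounds.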
An asterisk follows results filed as active; ? = inconclusive; & = joins results of further samples; [ ] = dose if it differs, or a comment. Potency is the fitted concentration of half-maximal effect.

SMILES	aSyn tox rescue
COCCCNC(=S)NNC(=O)c1ccccn1	-4%
CC(C)C[C@H](NC(=O)[C@H](Cc1ccccc1)n1c(=O)[nH]c2ccccc2c1=O)C(=O)N1CCC[C@@H]1C(=O)O	-8%
COc1cccc([C@H]2Nc3ccc(S(=O)(=O)Nc4cc(C)ccc4C)cc3[C@H]3C=CC[C@H]32)c1	8%
CC1CN(S(=O)(=O)c2cccc(C(=O)Nc3ccccc3N3CCCCC3)c2)CC(C)O1 (stereo unspecified)	-9%
CC(=O)c1ccc(NC(=S)NC(=O)Cc2ccc(Cl)cc2)cc1	-5%
COc1ccc(OC)c(NC(=O)CCCc2nnc3n(C(C)C)c(=O)c4sccc4n23)c1	3%
Cc1cc(Nc2ccc(C(C)C)cc2)n2ncnc2n1	6%
COc1cccc(C(=O)Nc2cccc(-c3nc4ncccn4c3C)c2)c1	-12%
COc1ccc(S(=O)(=O)c2c(Nc3c(C)cccc3C)sc(C(=O)c3ccc4c(c3)OCO4)c2N)cc1	5%
Cc1ccc(CN2C(=NC(=O)CCC(=O)O)SC3CS(=O)(=O)CC32)cc1 (stereo unspecified)	4%
CCC12CN3CC(C)(CN(C1)C3c1c[nH]c3ccc(OC)cc13)C2=O (stereo unspecified)	-6%
Cc1nc2nc(SCC(=O)O)nn2c(C)c1Cc1c(F)cccc1Cl	4%
COc1ccc(CNC(=O)Cn2c(=O)nc(-c3ccccc3)c3ccccc32)cc1OC	5%
Cc1cc2c(cc1S(=O)(=O)Nc1c(C)cccc1C)n(C)c(=O)c(=O)n2C	-9%
Cc1cccc(C)c1N1C(=O)CC(Sc2ccccc2N)C1=O (stereo unspecified)	3%
CC1(C)CC2CC(C)(CN2/C=C2/CCCCC2=O)C1 (stereo unspecified)	8%
CN1CCN(CCCNC(=O)c2ccc3c(c2)N(Cc2ccccc2)CCS3)CC1	7%
O=C(Nc1ccc(F)c(Cl)c1)C1CCCN(c2ncnc3onc(-c4ccc(F)cc4)c23)C1 (stereo unspecified)	-15%
COc1ccc(-c2cn(-c3ccc(C)cc3)c(S(=O)(=O)CC(=O)Nc3ccc(F)cc3)n2)cc1	4%
O=C(NCc1ccc(Cl)cc1)C(=O)NCC(c1cccnc1)N1CCN(c2ccccc2)CC1 (stereo unspecified)	?
CCc1ccc(NC(=O)C2CCCN(S(=O)(=O)c3ccc4[nH]c(=O)ccc4c3)C2)cc1 (stereo unspecified)	2%
CCc1nn(CC(=O)N2CCN(c3cccc(Cl)c3)CC2)c(=O)c2cc3sccc3n12	-3%
CSc1ncc(C(=O)Nc2cc(Cl)ccc2C)c(-c2ccccc2)n1	-4%
COc1ccc(NC(=O)Cn2cnc3c(oc4ccccc43)c2=O)cc1OC	6%
N/C(=N\OC(=O)Cc1ccccc1[N+](=O)[O-])c1cccc(Br)c1	5%
CCOC(=O)c1ccccc1NC(=O)CSc1cn(CC(=O)N2CCCCC2)c2ccccc12	4%
CC(=O)c1ccc(NS(=O)(=O)c2c(C)cc(C)cc2C)cc1	2%
COc1ccc(NC(=O)/C(C#N)=C/c2ccc(OCc3ccccc3F)cc2)cc1	2%
CCN1CCC(N(Cc2ccc3c(c2)OCO3)C(=O)Nc2ccc(Br)c(C)c2)CC1	10%
Cc1ccc(Nc2nc(-c3ccccc3)nc3ccccc23)cc1	-33%[inhibitor]
COc1ccc(N(CC(=O)NC2CC3CCC2C3)S(=O)(=O)c2ccc(C)cc2)cc1Cl (stereo unspecified)	-11%
COc1ccc(-n2cc(-c3ccccc3)c3c(N4CCCC(C)C4)ncnc32)cc1 (stereo unspecified)	7%
COc1ccccc1NC(=O)N(Cc1ccco1)C1CCN(C(C)=O)CC1	-9%
CC1=C(c2ccc(Cl)cc2)S(=O)(=O)N=C1N1CCC(C(=O)NCCc2ccco2)CC1	1%
O=C(NC(=S)N1CCCC(C(F)(F)F)C1)c1ccc(F)cc1 (stereo unspecified)	-12%
Cc1ccccc1CCNC(=O)C1CCN(S(=O)(=O)c2ccc3c(ccn3C)c2)CC1	4%

The closing 7 records of the part above lead into the next:
SMILES	aSyn tox rescue
Cc1ccc(Nc2nc(-c3ccccc3)nc3ccccc23)cc1	-33%[inhibitor]
COc1ccc(N(CC(=O)NC2CC3CCC2C3)S(=O)(=O)c2ccc(C)cc2)cc1Cl (stereo unspecified)	-11%
COc1ccc(-n2cc(-c3ccccc3)c3c(N4CCCC(C)C4)ncnc32)cc1 (stereo unspecified)	7%
COc1ccccc1NC(=O)N(Cc1ccco1)C1CCN(C(C)=O)CC1	-9%
CC1=C(c2ccc(Cl)cc2)S(=O)(=O)N=C1N1CCC(C(=O)NCCc2ccco2)CC1	1%
O=C(NC(=S)N1CCCC(C(F)(F)F)C1)c1ccc(F)cc1 (stereo unspecified)	-12%
Cc1ccccc1CCNC(=O)C1CCN(S(=O)(=O)c2ccc3c(ccn3C)c2)CC1	4%
COc1cccc(CC(=O)Nc2sc3c(c2C(N)=O)CCCC3)c1	-1%
Cc1cc(C)nc(N2CCC(C(=O)NNC(=O)c3ccc(Cl)cc3)CC2)n1	4%
O=C(Nc1cccc2ccccc12)N1CCCN(c2c(Cl)cncc2Cl)CC1	5%
Cc1ccccc1N1CCN(C(=O)c2cc(-c3ccccc3)nc3c2cnn3C(C)C)CC1	5%
CC(O)CNc1nc2sc3c(c2c(=O)n1Cc1ccco1)CCCCC3 (stereo unspecified)	7%
O=C(c1cnc2ccccc2n1)N1CCN(c2ccc(C(F)(F)F)cn2)CC1	-4%
CCCC1NC(=O)c2cc3ccccc3cc2-n2c1nc1ccc(F)cc1c2=O (stereo unspecified)	-12%
Cc1cccc2sc(N(CCCN(C)C)C(=O)c3ccc(Cl)s3)nc12	-2%&-18%
CCCSc1oc(-c2ccco2)nc1S(=O)(=O)c1ccc(Br)cc1	?
Cc1ccc(CNS(=O)(=O)c2c(C)nc3sc(C)cn3c2=O)cc1	-3%
Cn1c(O)c(N=NC(=O)c2ccccc2O)c2ccccc21	-5%
Cc1cc(/C(N)=N/OC(=O)c2ccccc2Cl)no1	-1%
Cc1ccc(CCNC(=O)CCSCc2ccc(Cl)cc2)cc1	-1%
COc1ccc(-n2nc3ccc(NC(=O)c4ccc(-c5cc(Cl)ccc5Cl)o4)cc3n2)cc1	28%
CC(OC(=O)CCCC(=O)Nc1ccccc1)C(=O)c1ccccc1 (stereo unspecified)	-10%
Cc1c(OC(C(=O)O)c2ccccc2)ccc2c(-c3ccccc3)cc(=O)oc12 (stereo unspecified)	-43%[inhibitor]
CCC(C)NC(=O)C1=C(C)C(=O)OC12CCC(C)CC2 (stereo unspecified)	-13%
CC1CCCN(c2cc3c(cc2F)c(=O)c(S(=O)(=O)c2cccc(Cl)c2)cn3Cc2ccccc2)C1 (stereo unspecified)	0%
CCOc1ccc(C2C(=O)N(C3CCCCCC3)CC(=O)N2CCC2=CCCCC2)cc1OC (stereo unspecified)	-11%
CCC(=O)N1CCc2cc(Br)cc(S(=O)(=O)N3CCCC(C(=O)NCc4ccc(F)cc4)C3)c21 (stereo unspecified)	-6%
CCC1CO/C(=C(\C(Cl)=C(Cl)Cl)[N+](=O)[O-])N1 (stereo unspecified)	5%
COc1cccc(S(=O)(=O)Nc2ccc3c(c2)[C@H]2C[C@H](CC(=O)N[C@@H](C)c4ccccc4)O[C@H](CO)[C@H]2O3)c1	11%
O=C(Nc1ccc2oc(-c3cccc4c(Br)cccc34)nc2c1)c1cccc(Cl)c1	-4%
CC(=O)Nc1ccc2nc(SCc3ccccc3)sc2c1	4%
CC(C)Cn1c(N)c(C(=O)COC(=O)CN2C(=O)C3CC=CCC3C2=O)c(=O)n(C)c1=O (stereo unspecified)	-7%
Cc1cc(Cl)nc(NC(=O)Nc2cccc(Cl)c2)n1	1%
COc1ccc(C(=O)c2cn(Cc3ccc(F)cc3)c3ccc(C)cc3c2=O)cc1	1%
C[C@H](CO)N1C[C@H](C)[C@@H](CN(C)Cc2ccc(C(=O)O)cc2)Oc2ncc(Br)cc2C1=O	2%
c1ccc2c(c1)CN1CCCC1=N2	-7%
Cc1ccnc(NS(=O)(=O)c2ccc(NC(=O)CC(C)c3ccccc3)cc2)n1 (stereo unspecified)	4%
Cc1ccc(Cn2cc(S(=O)(=O)c3cccc(C)c3)c(=O)c3cc(F)c(N4CCOCC4)cc32)cc1	14%
c1ccc(CNc2nc3ccccc3c3nc(-c4ccccc4)nn23)cc1	-1%
O=C(Nc1noc2ccccc12)c1cccc(Cl)c1Cl	-5%
CCN(CC)C(=O)c1ccc2c(c1)N(Cc1c(F)cccc1Cl)C(=O)c1ccccc1S2	5%
COc1ccc(-n2c(C)c3c(C)nnc(C)c3c2C)cc1OC	2%
Cc1ccc(-c2nsc(NC(=O)c3oc4cc(C)c(Cl)cc4c3C)n2)cc1	-6%
COc1ccc(NC(=O)Cn2c(=O)oc3cc(Cl)ccc32)c(OC)c1	7%
Cc1ccc(C(=O)N2CCSC2=S)cc1	-7%
COc1ccc(C(=O)NCC(=O)NCc2ccc3c(c2)OCO3)cc1[N+](=O)[O-]	-7%
CC(=O)c1ccc(NC(=O)COc2ccccc2-c2nc(-c3ccccc3)no2)cc1	4%
CC(=O)N1CCOc2ccc(S(=O)(=O)NC[C@H]3O[C@@H](n4ccc(N)nc4=O)[C@H](O)[C@@H]3O)cc21	-5%
CC(=O)Nc1ccc(S(=O)(=O)N(C)CC(=O)OCC(=O)NNC(=O)c2ccccc2F)cc1	3%
Cc1cc(C)cc(NC(=O)CSc2nc3ccccc3nc2N2CCCCC2)c1	-3%
COc1cc(Cl)c(C)cc1NC(=O)CC1CCCC1	2%
O=C(NC1CC(=O)N(c2cccc(F)c2)C1)c1ccc(Br)o1 (stereo unspecified)	3%
O=C(Cc1cccs1)N1CCN(c2ccc([N+](=O)[O-])cc2)CC1	0%
Cc1ccc(S(=O)(=O)N2C[C@@H](C)[C@]3(C2)[C@H](O)[C@H](OC(=O)NCc2ccccc2)C[C@H]2C(=O)N(c4ccccc4)C(=O)[C@H]23)cc1	11%
O=S(=O)(c1ccc(F)cc1)N1CCN(c2ccc(-c3ccccc3)nn2)CC1	7%

By substructure, the compounds so far with an aryl thioether with sulfur outside any ring
SMILES	aSyn tox rescue
Cc1nc2nc(SCC(=O)O)nn2c(C)c1Cc1c(F)cccc1Cl	4%
Cc1cccc(C)c1N1C(=O)CC(Sc2ccccc2N)C1=O (stereo unspecified)	3%
CSc1ncc(C(=O)Nc2cc(Cl)ccc2C)c(-c2ccccc2)n1	-4%
CCOC(=O)c1ccccc1NC(=O)CSc1cn(CC(=O)N2CCCCC2)c2ccccc12	4%
CCCSc1oc(-c2ccco2)nc1S(=O)(=O)c1ccc(Br)cc1	?
CC(=O)Nc1ccc2nc(SCc3ccccc3)sc2c1	4%
Cc1cc(C)cc(NC(=O)CSc2nc3ccccc3nc2N2CCCCC2)c1	-3%

The results go on.
SMILES	aSyn tox rescue
COc1cc2c(cc1OC)C(COc1ccc3c(C)cc(=O)oc3c1)N(C(=O)Cc1ccccc1)CC2 (stereo unspecified)	1%
NS(=O)(=O)c1cccc(NC(=O)CSc2nnc(C3CC3)n2Cc2ccccc2)c1	-9%
COc1ccc(CCN2C(=O)c3ccccc3NC2c2cc(Cl)c(O)c(OC)c2)cc1 (stereo unspecified)	8%
CN(C1CCCCC1)S(=O)(=O)c1ccc(S(=O)(=O)N2CCN(CCC#N)CC2)cc1	-3%
COc1cc(C(CC(=O)Nc2ccc(F)cc2F)N2Cc3ccccc3C2=O)cc(OC)c1OC (stereo unspecified)	2%
COc1cccc(C2SCC(=O)N2c2ccc(Cl)cc2)c1OC (stereo unspecified)	5%
O=C(NC1=NCCS1)c1cccc(S(=O)(=O)N2CCc3ccccc32)c1	5%
COc1ccc(CCNC(=O)c2ccc3c(c2)N(Cc2ccccc2C)C(=O)c2ccccc2S3)cc1OC	2%
CCc1cccc(NC(=O)CN(C)S(=O)(=O)c2ccc3[nH]c4c(c3c2)CCCC4)c1	?
O=C1NC(c2cccc([N+](=O)[O-])c2)Oc2ccccc21 (stereo unspecified)	-4%
Cc1onc(-c2ccccc2Cl)c1C(=O)NCc1nnnn1-c1ccc(F)c(F)c1	10%
COc1ccc(Cn2c(CO)cnc2SCc2ccccc2)cc1	4%
Clc1nc2nc3n(c2nc1Cl)CCC3	0%
OCCN(CCO)c1ncnc2c1cnn2-c1ccc(F)cc1	-2%
O=C(N/N=C/c1cccc(C(F)(F)F)c1)c1ccc(O)cc1	10%
N#CC1=C(Nc2ccccc2Cl)SC(c2ccccc2O)NC1=O (stereo unspecified)	30%
COc1ccc(CCNC(=O)CCC(=O)n2ncc3ccc(Cl)cc32)cc1OC	-3%
Cc1cccc(NC(=O)c2sc3nc4c(cc3c2N)CCCCCC4)c1C	-15%
CCOC(=O)C1CCCN(S(=O)(=O)c2ccc3c(c2)N(C)C(=O)CC(=O)N3C)C1 (stereo unspecified)	-3%
COc1cccc(CNC(=O)C2CCCN(S(=O)(=O)N(C)c3ccc(F)cc3)C2)c1OC (stereo unspecified)	9%
CC(=O)Nc1ccc(NS(=O)(=O)c2ccc(Cl)s2)cc1	-6%
Cc1cccc(C(c2sc3nc(-c4ccco4)nn3c2O)N2CCOCC2)c1 (stereo unspecified)	2%
COc1ccc(C(=O)Nc2ccc3nc(C)sc3c2)cc1S(=O)(=O)N1CCOCC1	-9%

Only part of the results is shown; the hit share may differ from the screen's.
